T cell modulator: T cell immune modulators affecting CD8 T cell-vesicle binding; 2C CD8+ T cell-vesicle binding, flow cytometry; stronger effect = lower value; calls only at 7 µM; hit rate 0.068% among 330,000;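 active = response, share of CD8 T cells binding vesicles, and their 90th percentile fluorescence all below set limits, cut at about 80% in these data, passing the limit was not always enough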
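material = purified 2C TCR transgenic mouse naive CD8+ T cells | controls = Unloaded micro-vesicles (low), QL9 vesicles with 0.7% DMSO (high) | detection = cytometric PE anti-B7-1 and Alexa647 anti-CD8 signals after 1% paraformaldehyde fixation | incubation = binding step 1.5 h, 37 °C, antibody labelling 20 min, ice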
Lipid droplet: modulators of hepatic lipid droplet formation. AID 1656. hit rate 0.4% among 240,000. AML12 mouse hepatocytes, oleate lipid droplets, BODIPY imaging. inhibition, % at 6.5 µM;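 active = lipid droplet intensity inhibited by at least 50%, with more than 500 cells counted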
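Test system: AML12 mouse liver cells; schedule: overnight exposure; technique: high-content imaging of BODIPY-stained droplets and DAPI nuclei; read-out: % inhibition of corrected integrated BODIPY droplet signal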
Lipid droplet cells 6.5 µM: recorded beside Lipid droplet, whose call it bears; cell count; measured here: cell count, cytotoxicity flag;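 cells counted across two imaged fields per well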
T cell modulator vesicle-bound %: further read-out of T cell modulator, marked with its call; double positive events, %; measured here: CD8+ vesicle-bound cell fraction;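 binding gate set so that unloaded-vesicle control wells show 10% double positive cells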
Numbers without * were called inactive; i = inactive. Some of the compounds tested; count on the stated rates, not on these rows.

SMILES	T cell modulator	T cell modulator vesicle-bound %	Lipid droplet	Lipid droplet cells 6.5 µM
CCC(NC(=O)c1[nH]c(C)c(C(C)=O)c1C)c1ccc(Br)cc1 (stereo unspecified)	i	17	-9	797
CCOc1cc2[nH]c(=O)n(CCCCCC(=O)NC3CCCC3)c(=O)c2cc1OCC	i	56	7	672
CCOc1ccc(Br)cc1S(=O)(=O)NC1CC(C)(C)NC(C)(C)C1	i	60	4	803
COc1ccc(Cc2nc3ccc(C(=O)NCc4ncc(C)[nH]4)cc3o2)cc1OC	i	15	-10	669
COCCCNC(=O)N1c2ccccc2Sc2ccccc21	i	49	-12	847
COc1ccc(C2(c3ccc(OC)cc3)NC(=O)N(CC(=O)Nc3ccccc3C(F)(F)F)C2=O)cc1	i	65	46	675
CSc1ccc(CCNC(=O)CCc2nnc3ccc(NCCCN4CCCC4=O)nn23)cc1	i	64	-6	756
CN(C)c1ccc(C(C(=O)NCC2CCCO2)N(C(=O)c2snc(C(N)=O)c2N)c2ccc3c(c2)OCO3)cc1 (stereo unspecified)	i	43	-3	778
COc1ccc(/C(C)=N/NC(=O)CNC(=O)/C=C\c2ccccc2)c(OC)c1	i	1	20	745
Cc1cccc(C(=O)N2CCN(Cc3nc4sc5c(c4c(=O)[nH]3)CCCC5)CC2)c1	i	17	7	868
O=C(N1CCc2[nH]c3ccccc3c2C1)C(F)(F)F	i	16	16	837
CCc1cccc(CC)c1NC(=O)C1CCN(C(=O)c2ccco2)CC1	i	8	-20	751
COC(=O)C(Cc1ccccc1)NC(=O)CC(C)CC(=O)Nc1ccc(OC)cc1OC (stereo unspecified)	i	25	-2	830
CS(=O)(=O)N(CC(=O)N1CCOCC1)c1cc(C(F)(F)F)ccc1Cl	i	55	16	808
Cc1cc(C(=O)NC(C)CCc2ccccc2)ccc1[N+](=O)[O-] (stereo unspecified)	i	34	-3	851
COc1ccccc1N1CCN(CCN2C(=O)C3CCCN3C2=O)CC1 (stereo unspecified)	i	65	-8	795
Cc1cc(NS(=O)(=O)c2ccc(NC(=O)c3c(F)c(F)c(F)c(F)c3F)cc2)nc(C)n1	i	19	-2	699
CCN(CCn1cccn1)C(=O)c1cc(COc2cc(C)ccc2C)on1	i	47	-9	649
CC(C)Oc1ccccc1-c1cc(C(=O)N/N=C/c2cccnc2)c2ccccc2n1	i	45	-2	697
CCCCNC(=S)NNC(=O)c1cc(-c2cccnc2)nc2ccccc12	i	40	-2	785
Nc1cccc(Nc2ncnc3ccccc23)c1	i	53	-1	773
CCOc1ccc(NS(=O)(=O)c2ccc(C(=O)NCC3(N4CCCCC4)CCCCC3)cc2)cc1	i	42	-9	831
CCc1ccc(-c2cc(C)no2)cc1S(=O)(=O)Nc1ccccn1	i	27	7	715
CCOC(=O)C(N)CSC1CC(=O)N(c2ccc(OC)cc2)C1=O (stereo unspecified)	i	48	-6	777
COc1ccc(-n2nc(C(=O)NCC(=O)NCCCN3CC(C)CC(C)C3)c3ccccc3c2=O)cc1OC (stereo unspecified)	i	13	-4	813
COc1ccc(CNc2nccs2)cc1OC	i	56	1	866
COc1ccc(CNC(=O)c2ccncc2)cc1	i	4	-1	842
CCC(C(=O)NCc1ccco1)N(C(=O)CNS(=O)(=O)c1ccccc1)c1ccc(F)cc1 (stereo unspecified)	i	20	-18	640
COc1ccc(CCC(=O)N2CCCc3ccccc32)cc1	i	30	-41	786
Cc1ccc(S(=O)(=O)NCC(=O)NCc2cc(=O)n(C)c(=O)n2C)cc1	i	2	8	774
CCN(CC)C(=O)COc1ccc2c3c(c(=O)oc2c1)CCCC3	i	56	8	798
COc1ccc(N(CC(=O)NCCc2ccc(C)cc2)S(=O)(=O)c2c(C)noc2C)cc1	i	26	13	741
CCOC(=O)N1CCC(NC(=O)c2cc(COc3c(C)cccc3C)on2)CC1	i	38	-24	678
CC1CCN(C(=O)c2ccccc2NC(=O)c2cccs2)CC1	i	14	-2	793
O=C1CCC(C(=O)N2CCCC(N3CCN(c4cccc(C(F)(F)F)c4)CC3)C2)=NN1 (stereo unspecified)	i	59	-6	751
NC(=O)N=Nc1c(O)n(Cc2ccccc2)c2ccc(Br)cc12	i	49	-29	749
O=C(NCc1cccnc1)C12CC3CC(CC(Cl)(C3)C1)C2	i	61	-2	739
Cc1c(C(=O)N2CCN(c3ccccc3F)CC2)oc2c1C(=O)CC(C)(C)C2	i	65	-4	691
COc1ccc(NC(=S)N2CCN(S(=O)(=O)c3ccc(C)cc3)CC2)cc1	i	12	1	818
COc1ccc(N(C)C(=O)c2ccc3c(Cl)c4c(nc3c2)CCCC4)c(OC)c1	i	7	-21	694
C=CCNS(=O)(=O)c1cc2c3c(c1)CCN3C(=O)CC2	i	34	-1	750
CC(C)C(NC(=O)C1CCC(C(C)(C)C)CC1)C(=O)NCCc1ccc(S(N)(=O)=O)cc1 (stereo unspecified)	i	34	28	420
COCCNC(=O)/C(C#N)=C/c1c(N2CCN(c3ccccc3)CC2)nc2c(C)cccn2c1=O	i	32	7	806
C[C@H]1CN=C(Nc2ccccc2)N1CC1CCCCC1	i	25	7	783
CC(C)c1ccc(C2/C(=C(\O)c3ccc4c(c3)OCCO4)C(=O)C(=O)N2CCN2CCOCC2)cc1 (stereo unspecified)	i	50	-1	703
CC1CN(C(=O)CCC(=O)NCc2ccc(F)cc2)c2ccccc2S1 (stereo unspecified)	i	17	-7	686
O=C(Nc1ccccc1C(=O)N1CCCCC1)c1ccc(Cl)cc1Cl	i	14	10	875
O=C(NCC(=O)N1CCN(C(=O)c2ccco2)CC1)c1ccccc1	i	23	-2	708
Cc1cc(C)cc(NC(=O)c2cccc(C(=O)Nc3cc(C)cc(C)c3)n2)c1	i	60	0	832
O=C(NC1CCCC1)c1cc(-c2cccc(Cl)c2)on1	i	29	20	793
CN(C)C(CNC(=O)c1c(F)cccc1Cl)c1ccco1 (stereo unspecified)	i	29	-2	806
COc1ccc(OC)c(N(C(=O)c2snc(C(N)=O)c2N)C(C(=O)NCC2CCCO2)c2ccc3ncccc3c2)c1 (stereo unspecified)	i	14	-33	813
Cn1nccc1C(=O)Nc1nnc(C2CC2)s1	i	13	18	803
O=C(Nc1ccccc1C(=O)O)c1ccc2c(c1)C(=O)N(c1cccc([N+](=O)[O-])c1)C2=O	i	50	-2	793
CC(C)CC(=O)Nc1c2c(nn1-c1ccc(F)cc1)CS(=O)C2 (stereo unspecified)	i	18	-4	743
COc1ccc(CCC(C)N2CCC(Oc3ccc(C(=O)N4CCCC4)cc3)CC2)cc1 (stereo unspecified)	i	38	-26	723
CN1CCN(C(=O)c2ccccc2NC(=O)c2ccccc2)CC1	i	66	12	679
CCC1=Nc2cc(C(=O)NCCN3CCCC3)ccc2Sc2ccc(C)cc21	i	22	5	726
COc1cc(C=O)cc(Cl)c1OC(=O)N1CCOCC1	i	32	-5	822
COc1cc(CC(NC(C)=O)C(=O)NC2CCN(S(=O)(=O)c3ccc(NC(C)=O)cc3)CC2)cc(OC)c1 (stereo unspecified)	i	27	-1	762

Filtered by structure: the compounds so far containing bromine.
SMILES	T cell modulator	T cell modulator vesicle-bound %	Lipid droplet	Lipid droplet cells 6.5 µM
CCC(NC(=O)c1[nH]c(C)c(C(C)=O)c1C)c1ccc(Br)cc1 (stereo unspecified)	i	17	-9	797
CCOc1ccc(Br)cc1S(=O)(=O)NC1CC(C)(C)NC(C)(C)C1	i	60	4	803
NC(=O)N=Nc1c(O)n(Cc2ccccc2)c2ccc(Br)cc12	i	49	-29	749

Following part:
SMILES	T cell modulator	T cell modulator vesicle-bound %	Lipid droplet	Lipid droplet cells 6.5 µM
COc1ccccc1CNS(=O)(=O)c1c(C(=O)N2CCCC2)c(C)n(C)c1C	i	10	3	657
C=CCNC(=O)C(=O)Nc1cc2c3c(c1)CCC(=O)N3CCC2	i	11	16	717
COc1cc(C(=O)NCCC(=O)NC(C)CCc2ccccc2)cc(OC)c1OC (stereo unspecified)	i	33	-1	701
O=S(=O)(NCc1cccnc1)c1ccc(Cl)c2ccccc12	i	16	-13	822
COc1ccc(CCC(=O)NCCNC(=O)CCc2ccc(OC)cc2)cc1	i	54	6	777
CN(C(=O)c1ccc(Br)o1)C1CCS(=O)(=O)C1 (stereo unspecified)	i	49	-4	879
CC(C)(O)CNC(=O)C(Cc1ccccc1)N1C(=O)c2ccccc2C1=O (stereo unspecified)	i	23	-7	404
COc1ccccc1NC(=O)NC1(C(=O)NCC2CCCO2)CCCCC1 (stereo unspecified)	i	10	4	788
Cc1ccc(NC(=O)CCCc2ccccc2)c([N+](=O)[O-])c1	i	49	-3	832
C/C(=N/N=C(/C)c1cccs1)c1cccs1	i	57	5	833
C[C@@H]1CC2[C@@H]3CC[C@H]4CC(=O)CC[C@]4(C)C3=CC[C@]2(C)[C@@]1(O)C(=O)CO (stereo partly specified)	i	23	-1	438
NC(=O)COc1ccc(NC(=O)CC23CC4CC(CC(C4)C2)C3)cc1	i	9	-3	814
CCOc1ccccc1N1C(=O)c2ccc(S(=O)(=O)c3ccc(C(=O)O)cc3)cc2C1=O	i	28	-2	778
CCOC(=O)C1CCN(C(=O)c2cc3c(=O)n4cccc(C)c4nc3s2)CC1	i	18	-8	793
CS(=O)(=O)NNC(=O)C1Cc2c(ccc3ccccc23)O1 (stereo unspecified)	i	29	3	413
Cc1ccccc1NC(=O)c1cccc(S(=O)(=O)N2CCOCC2)c1	i	15	0	823
Cc1ccc(C(=O)NCc2ccncc2)cc1S(=O)(=O)N1CCCCC1	i	22	10	642
COCc1ccc(C(=O)N2CCCC(N3CCN(c4ccc(F)cc4)CC3)C2)o1 (stereo unspecified)	i	22	26	703
COc1cc(C(=O)Nc2ccccc2C(=O)Nc2ccccn2)cc(OC)c1OC	i	35	-14	792
Cc1cccc(NC(=O)CCC(=O)N/N=C/c2cccnc2)c1	i	15	-4	636

A different layout for some results above.
Results follow in this order: T cell modulator | T cell modulator vesicle-bound % | Lipid droplet | Lipid droplet cells 6.5 µM
- COc1ccccc1CNS(=O)(=O)c1c(C(=O)N2CCCC2)c(C)n(C)c1C
 : i | 10 | 3 | 657
- C=CCNC(=O)C(=O)Nc1cc2c3c(c1)CCC(=O)N3CCC2
 : i | 11 | 16 | 717
- COc1cc(C(=O)NCCC(=O)NC(C)CCc2ccccc2)cc(OC)c1OC (stereo unspecified)
 : i | 33 | -1 | 701
- O=S(=O)(NCc1cccnc1)c1ccc(Cl)c2ccccc12
 : i | 16 | -13 | 822

Further entries
SMILES	T cell modulator	T cell modulator vesicle-bound %	Lipid droplet	Lipid droplet cells 6.5 µM
Cc1ccc(N(CC(=O)NC2CCCC2)C(=O)CCC(=O)Nc2nccs2)c(C)c1	i	22	1	835
CN(C)C1(CNC(=O)C2CCC(=O)N(CCc3ccc(Cl)cc3)C2)CCCCC1 (stereo unspecified)	i	9	-12	629
CN(Cc1ccccn1)C(=O)C1CCC(=O)N(CCc2ccc(Cl)cc2)C1 (stereo unspecified)	i	16	-1	725
COc1cccc(-c2cc(C(=O)N3CCN(S(=O)(=O)c4ccc(Br)cc4)CC3)[nH]n2)c1	i	20	14	695
Cc1ccsc1/C=N/NC(=O)CNC(=O)c1c(F)cccc1Cl	i	15	-1	730
NC(=O)[C@@H]1CCCN1C(=O)c1ccc2oc(CCc3ccccc3)nc2c1	i	66	-7	665
OCCN1CCN(c2ncnc3scc(-c4ccc(F)cc4)c23)CC1	i	57	-7	819
CCc1ccccc1N(CC)C(=O)C1CCN(c2ncnc3c2nc2n3CCCCC2)CC1	i	20	-7	717
CCCCN1C(=O)C(=O)N(CC(=O)Nc2ccccc2C(=O)OCC)C1=O	i	20	8	843
C[n+]1cc(-c2ccccc2)oc1-c1ccccc1	i	34	30	788
CC(=O)Nc1c2c(nn1-c1ccc(C)cc1)CS(=O)(=O)C2	i	33	-12	700
CCn1cc(C(=O)N[C@H](C(=O)NCCCO)C(C)C)c(=O)c2cc3c(cc21)OCO3	i	53	-14	648
CCOc1ccc(C2C(C(=O)c3ccco3)=C(O)C(=O)N2CCCn2ccnc2)cc1OC (stereo unspecified)	i	36	15	761
CC1(C)Cc2c(sc(NC(=O)C(=O)NCC3CCCO3)c2C(=O)O)CO1 (stereo unspecified)	i	2	-15	717
COc1ccc(CC(=O)Nc2nc(-c3ccc(OC)c(OC)c3)cs2)cc1OC	i	10	45	731
Cc1ccc2nc(-c3ccncc3)[nH]c2c1	i	45	-2	796
COc1ccc(OC)c(CNC(=O)C2CCCN(S(=O)(=O)N3CCC(C)CC3)C2)c1 (stereo unspecified)	i	37	-27	636
CCCCCOc1ccc(C(=O)OC(C)C(=O)NCc2ccco2)cc1 (stereo unspecified)	i	57	1	792

4 entries drawn at random from those above, as already listed:
SMILES	T cell modulator	T cell modulator vesicle-bound %	Lipid droplet	Lipid droplet cells 6.5 µM
CN(C(=O)c1ccc(Br)o1)C1CCS(=O)(=O)C1 (stereo unspecified)	i	49	-4	879
CCOc1cc2[nH]c(=O)n(CCCCCC(=O)NC3CCCC3)c(=O)c2cc1OCC	i	56	7	672
CCOC(=O)N1CCC(NC(=O)c2cc(COc3c(C)cccc3C)on2)CC1	i	38	-24	678
CC1CCN(C(=O)c2ccccc2NC(=O)c2cccs2)CC1	i	14	-2	793

Screening results: PubChem BioAssay, several laboratories
